TDP2 inh – TDP2 (human) inhibition, absorbance primary screen; O95551; recombinant TDP2, T5PNP hydrolysis, p-nitrophenol absorbance 415 nm; inhibition, % at 12.8 µM; 0.34% of 370,000 active; AID 720702;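 active means inhibition above the mean of all tested compounds plus 3 SD, set per campaign, cut at about 25% in these data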;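 further: 0% = DMSO with enzyme and 100% = buffer with substrate but no TDP2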
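System – recombinant human TDP2 · Quantity – TDP2 enzyme at 120 nM final · Doses – single concentration, 12.8 µM nominal, with 1% DMSO · Incubation – 2 h at 37 °C · Measured by – epi absorbance of p-nitrophenol freed from T5PNP by hydrolysis · Read-out – % inhibition relative to enzyme-containing and enzyme-free wells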
MBD2 inh – MBD2-methylated oligo binding inhibition. inhibition, % at 4.4 µM. TR-FRET, MBD2 binding to methylated oligonucleotide. 0.31% of 370,000 active. Q9UBB5; in the data active means inhibition above about 13%
Target sequence (Q9UBB5 whole entry, looked up): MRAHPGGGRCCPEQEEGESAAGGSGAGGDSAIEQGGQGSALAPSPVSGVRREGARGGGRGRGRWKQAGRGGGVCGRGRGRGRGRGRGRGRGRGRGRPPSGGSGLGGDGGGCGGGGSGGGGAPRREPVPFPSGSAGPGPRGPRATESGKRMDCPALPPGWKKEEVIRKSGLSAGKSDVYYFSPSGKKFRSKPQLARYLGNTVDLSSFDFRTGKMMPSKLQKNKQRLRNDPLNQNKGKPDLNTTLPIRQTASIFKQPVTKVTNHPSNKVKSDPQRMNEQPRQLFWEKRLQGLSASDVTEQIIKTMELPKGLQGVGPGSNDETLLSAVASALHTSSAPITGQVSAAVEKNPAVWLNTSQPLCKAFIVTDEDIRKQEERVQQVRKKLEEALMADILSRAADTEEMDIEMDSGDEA
GC-B act – GC-B (human) receptor activation. 0.11% of 370,000 active. AID 1920062. HEK293-GC-B cells, CNP EC30, cGMP TR-FRET; 0% at EC30 CNP, 100% saturating CNP. P20594. activation, % at 10 µM;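 active means activation at 10 µM reaching about 35% in either raw or pattern-adjusted values, limit read from the data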
LEDGF integ inh – blocks HIV-1 LEDGF/p75-dependent DNA integration. TR-FRET IN-LEDGF/p75 DNA integration, Eu/Cy5. inhibition, % at 3.7 µM. 0.64% of 370,000 active;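 active means inhibition above the screen-wide mean plus 3 SD, cut at about 13% in these data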;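 further: signal is the Cy5 over europium emission ratio at 671 and 618 nm; 0% = plate median of compound wells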
rCAG binder – binds r(CAG) RNA repeats. 1.3% of 370,000 active. r(CAG) RNA repeat, TO-PRO-1 dye displacement fluorescence. AID 651821. inhibition, % at 3 µM;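 active means inhibition above the plate cutoff, the mean of all test compounds on that plate plus 3 SD, cut at about 35% in these data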;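 further: 0% = DMSO alone and 100% = 100 µM mitoxantrone as full dye displacement; higher means more dye released from RNA so lower well fluorescence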
TCR CD3 inh – human TCR-CD3 binding inhibition. AID 651800. TAMRA-labeled TCR probe fluorescence, biochemical. 0.37% of 360,000 active. inhibition, % at 9.4 µM; in the data active means inhibition above about 19%;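 further: recombinant mutant TCR 2C K166C tagged with TAMRA read by polarization; 0% = receptor in buffer alone and 100% = receptor with positive control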
SIAE primary – human SIAE inhibition, primary screen; AID 1053197; SIAE FP-Rh probe binding, fluorescence polarization; inhibition, % at 9.66 µM; Q9HAT2; 0.69% of 370,000 active;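 active means inhibition above a cutoff: mean of compounds within the control limits plus 3 SD of those, cut at about 17% in these data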;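 further: 0% = plate median of compound wells and 100% = probe without SIAE protein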
mABHD4 FP – inhibits mouse alpha/beta hydrolase domain 4. 0.54% of 370,000 active. inhibition, % at 8.92 µM. Q8VD66. purified mABHD4, FP-Rh probe fluorescence polarization;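 active means inhibition exceeding the mean over every tested compound plus 3 SD, cut at about 30% in these data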;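 further: 0% = plate median of compound wells and 100% = S159A mutant with DMSO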
Target sequence (Q8VD66 whole entry, looked up, the tested form may be a part): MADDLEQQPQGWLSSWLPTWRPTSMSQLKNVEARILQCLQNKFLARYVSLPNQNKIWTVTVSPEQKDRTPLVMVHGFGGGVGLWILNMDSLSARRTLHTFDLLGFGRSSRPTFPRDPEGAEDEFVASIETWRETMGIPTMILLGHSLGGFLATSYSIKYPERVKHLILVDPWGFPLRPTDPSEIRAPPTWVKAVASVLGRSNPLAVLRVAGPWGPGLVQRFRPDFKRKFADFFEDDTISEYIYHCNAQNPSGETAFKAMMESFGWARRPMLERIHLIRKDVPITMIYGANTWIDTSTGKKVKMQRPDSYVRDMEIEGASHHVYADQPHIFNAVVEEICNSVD
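Assay system: mouse ABHD4 enzyme, wild type / Also added: fluorescent activity-based probe FP-Rh / Doses: single nominal dose of 8.92 µM, 0.89% DMSO final / Timing: 45 min compound pre-incubation plus 60 min probe step, 25 °C / Signal: FP readout, ex 525 nm / em 598 nm / Control set: S159A mutant/DMSO as 100%, compound-well median as 0%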
HTRA1 inh – inhibitors of human serine peptidase HTRA1. Q92743. 0.5% of 340,000 active. inhibition, % at 5.96 µM. recombinant HTRA1, FP-rhodamine activity-based probe, fluorescence polarization; in the data active means inhibition above about 36%;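 further: 0% = enzyme with DMSO and 100% = wells lacking enzyme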
PRMT1 FP inh – inhibitors of human PRMT1. Q99873. AID 652257. 1.3% of 370,000 active. inhibition, % at 2.79 µM. recombinant PRMT1, activity-based probe fluorescence polarization;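 active means inhibition above about 21% made by adding two undisclosed values, limit read from the data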
Numbers without * were called inactive; . = not tested or not shown.

SMILES	TDP2 inh	MBD2 inh	GC-B act	LEDGF integ inh	rCAG binder	TCR CD3 inh	SIAE primary	mABHD4 FP	HTRA1 inh	PRMT1 FP inh
C=CCN1C(=O)C2(C(C(=O)OCC)=C(N)Oc3ccccc32)c2c1c1ccccc1oc2=O (stereo not drawn)	-9	-1	8	-2	3	7	3	-2	-3	-4
COC(=O)CC1=C(C(=O)OC)C2(C(=O)N(C)c3ccccc32)C(C#N)=C(N)O1 (stereo not drawn)	9	-6	-1	0	-3	-7	-1	-7	4	1
Fc1ccc(CCNCc2cccc(Cl)c2)cc1	-2	-6	-15	0	-6	-9	3	5	-4	-1
CCC(=NCc1cccnc1)c1c(O)n(-c2ccc(C)cc2)c(=O)[nH]c1=O	-7	-6	8	2	-3	6	0	2	0	-1
O=C(O)c1[nH]c(=O)[nH]c(=O)c1F	6	0	1	-2	-2	-4	-1	2	4	6
CCOCCc1c(O)[nH]c(=S)[nH]c1=O	-11	3	5	1	-1	-1	3	-3	7	6
C=C1[C@@H](OC(C)=O)[C@]23C[C@@H]1[C@@H](OC(C)=O)CC2[C@]12C4C[C@H]3[C@H]1N(CC)C[C@]4(C)CC[C@@H]2O (stereo partly drawn)	-6	2	-5	3	-2	5	0	-1	3	-9
COc1ccc(N2C(=O)/C(=C/c3cc(C)n(-c4ccc(C)cn4)c3C)C(=O)NC2=S)c(OC)c1	-1	-2	-1	1	15	3	2	-3	5	6
O=C1CC(N2CCC(n3c(=O)[nH]c4ccccc43)CC2)C(=O)N1Cc1ccccc1 (stereo not drawn)	8	-2	1	-1	-8	6	-1	2	-6	17
N#CCC[C@@H]1CC[C@]2(CCCN(Cc3ccncc3)C2)O1	8	3	0	0	1	.	3	1	.	2
CCC(C)(C)n1nnnc1C(c1cccs1)N1CC=C(c2ccc(F)cc2)CC1 (stereo not drawn)	-1	-5	-4	5	0	-1	9	-7	-36	-2
CCOC(=O)CNC(=O)CNC(=O)C(Cc1ccc(N(CCCl)CCCl)cc1)NC(C)=O (stereo not drawn)	1	1	1	-8	-2	-9	6	6	-8	7
CCC1CN2CCc3cc(OC)c(OC)cc3C2CC1CC1NCCc2c1[nH]c1ccc(O)cc21 (stereo not drawn)	-8	-1	-3	-9	5	-3	1	11	3	3
Cc1cc2c(cc1C)NP(=S)(c1ccccc1)N2	4	-1	-2	2	4	1	1	5	-6	-1
CCCN1CCO[C@@H]2c3cc(O)ccc3OC[C@H]21	-5	-5	-2	2	5	4	1	-2	5	-4
O=C1C2CCCC1C(N1CCCC1)CC2 (stereo not drawn)	12	4	-3	2	1	0	1	1	4	-2
COc1ccccc1-n1c(-c2ccccc2Cl)nc2ccccc2c1=O	2	2	-6	-4	-5	-5	0	3	-6	-2
COC(=O)C1=C(c2cccc(NC(C)=O)c2)C[C@@H]2CC[C@H]1N2C	13	0	2	3	1	0	9	4	-2	-2
CC(C)N(Cc1ccco1)/N=C/c1c(O)n(Cc2ccccc2)c(=O)[nH]c1=O	-26	-7	-1	1	-1	-8	-2	-6	1	0
CN(C)C(Cc1ccccc1)C(=O)c1ccccc1 (stereo not drawn)	13	2	4	4	5	11	-1	-3	-3	-1
CCOC(=O)Cn1cc(C(=O)c2ccccc2)c2ccccc21	3	-2	-3	-1	0	7	-7	-2	-5	-1
Cc1ccc(/C=C2\C(=O)NC(=O)N(CCc3ccc(F)cc3)C2=O)s1	7	-1	0	1	12	-2	-17	4	1	12
Cc1cc(C)cc(NC(=S)NC2CC3CCCC(C2)N3Cc2cccs2)c1 (stereo not drawn)	-5	-3	.	2	-5	-6	1	4	-18	-4
C=CCN1C(=O)NC(=O)/C(=C/c2cccn2C)C1=O	10	1	-9	-2	5	-7	5	2	3	4
COc1ccc(C(=O)C2CCCN(Cc3ccccn3)C2)c(OC)c1 (stereo not drawn)	6	2	1	5	-5	2	3	-3	-3	-1
O=S(=O)(c1ccc2ccccc2c1)N1Cc2cc(Br)ccc2-n2nncc2C1	0	2	-10	-1	0	-6	1	3	.	0
CCC(c1nnnn1-c1ccc2c(c1)OCCO2)N1CCC2(CC1)C(=O)NCN2c1ccccc1 (stereo not drawn)	7	3	-10	1	2	8	5	-5	.	0
Cn1c(O)c(/C=C/C=Nc2ccccc2)c(=O)n(C)c1=S	11	-2	-1	1	-32	-63	-2	-101	-95	-2
O=P(C(c1c[nH]c2ccccc12)N1CCOCC1)(N1CCOCC1)N1CCOCC1 (stereo not drawn)	2	0	-14	1	-3	4	2	-1	1	-1
O=C1Nc2ccccc2Sc2ccccc21	-1	-1	4	3	1	-1	-7	0	1	-1
Cc1ccccc1N1C(=O)NC(=O)/C(=C/c2ccc(N3CCOCC3)o2)C1=O	14	-21	-3	3	-46	-3	-5	-15	0	-22
CCn1ccnc1CN1CCCC(C(=O)c2ccc(SC)cc2)C1 (stereo not drawn)	-1	6	2	1	-6	5	-4	2	3	-2
CC(=O)c1ccc(OC(=O)N(C)c2ccccc2)cc1	5	8	2	-2	-1	-3	-3	2	1	-1
CCN1CCN(C(=O)COc2ccc3oc4c(c3c2)CCCC4)CC1	-21	-6	-7	2	0	-6	-6	-5	0	-8
O=c1[nH]c(=S)[nH]c(O)c1/C=N/N1CCOCC1	21	-1	0	1	0	12	8	-1	5	2
Cc1ccc(N2C(=O)NC(=O)/C(=C\c3cc(C)n(-c4sc5c(c4C#N)CCCC5)c3C)C2=O)cc1	6	2	-2	7	11	-1	-24	-9	-1	5

Complete entries, looked up by structure.
Results for Cc1cc(C)cc(NC(=S)NC2CC3CCCC(C2)N3Cc2cccs2)c1 (stereo not drawn) = TDP2 inh = -5; MBD2 inh = -3; GC-B act = .; LEDGF integ inh = 2; rCAG binder = -5; TCR CD3 inh = -6; SIAE primary = 1; mABHD4 FP = 4; HTRA1 inh = -18; PRMT1 FP inh = -4
Results for CCC(C)(C)n1nnnc1C(c1cccs1)N1CC=C(c2ccc(F)cc2)CC1 (stereo not drawn) = TDP2 inh = -1; MBD2 inh = -5; GC-B act = -4; LEDGF integ inh = 5; rCAG binder = 0; TCR CD3 inh = -1; SIAE primary = 9; mABHD4 FP = -7; HTRA1 inh = -36; PRMT1 FP inh = -2

Next section
SMILES	TDP2 inh	MBD2 inh	GC-B act	LEDGF integ inh	rCAG binder	TCR CD3 inh	SIAE primary	mABHD4 FP	HTRA1 inh	PRMT1 FP inh
O=[N+]([O-])c1ccc(N2CCNCC2)cc1NCc1ccco1	-3	-4	4	8	10	5	1	0	2	-3
CCOC(=O)C1(CCOc2ccccc2)CCN(Cc2ccccc2OC)CC1	-19	-1	-11	-4	-8	-1	3	-2	2	1
CSCCC(N=Cc1c(O)n(-c2ccc(Br)cc2)c(=O)[nH]c1=O)C(=O)OC(C)(C)C (stereo not drawn)	-8	-6	6	3	3	2	-2	-9	4	-1
COc1ccc(CC2(CCc3ccncc3)C(=O)NC(=O)NC2=O)cc1OC	13	-1	7	2	0	-7	5	4	7	1
COC(=O)C1=C(c2ccc(C(C)=O)cc2)C[C@@H]2CC[C@H]1N2C(=O)N1CCC(O)CC1	0	0	5	0	-3	-2	3	3	-2	-2
CN(CC#CCN1CCCC1)C(=O)c1cccc(Cl)c1	-3	0	-1	0	2	-3	-1	6	-3	2
COC(=O)c1c2[n+](cc3cc(OC)c(OC)cc13)CCc1cc(OC)c(OC)cc1-2	10	0	1	-4	4	-7	2	0	6	-3
Cc1ccccc1-n1c(-c2ccco2)nc2ccccc2c1=O	-1	-3	0	1	3	3	0	2	-6	-1
CC(C(N)=O)N1CC(c2ccc(Cl)cc2)CC1=O (stereo not drawn)	-4	-2	-4	1	0	7	5	2	6	-1
O=C(CCc1ccccc1)N1Cc2cc(-c3cccc(F)c3)ccc2-n2nncc2C1	-2	0	-8	1	5	-2	-5	-7	.	0
CCN1C(=O)NC(=O)/C(=C\c2cn(CC(=O)N3CCCCC3)c3ccccc23)C1=O	-1	-4	1	2	4	13	-8	5	-1	15
CN(C)C1(CNC(=O)Nc2ccc(Cl)c(Cl)c2)CCCCC1	-2	-5	-8	-3	12	-2	1	-1	0	0
C[N+]1([O-])[C@@H]2CC(OC(=O)[C@H](CO)c3ccccc3)C[C@H]1[C@@H]1O[C@@H]12 (stereo partly drawn)	-4	1	0	-3	1	-8	-1	1	4	0
CC(=O)c1ccc(OCC(=O)N2CCCC(N(C)Cc3ccccc3)C2)cc1 (stereo not drawn)	-8	-2	2	2	-5	4	8	3	-2	-11
Cc1ccnc(NC(=O)CCCc2ccc(N(CCCl)CCCl)cc2)n1	-2	3	-3	-2	6	-3	3	-1	14	-4
O=P(Nc1ccccc1Cl)(c1ccccc1)c1nc2c(s1)CCCC2 (stereo not drawn)	-7	-4	-17	-1	1	2	4	3	2	0

Sorted by heavy-atom count (rising): 3 of the compounds above.
SMILES	TDP2 inh	MBD2 inh	GC-B act	LEDGF integ inh	rCAG binder	TCR CD3 inh	SIAE primary	mABHD4 FP	HTRA1 inh	PRMT1 FP inh
CN(C)C1(CNC(=O)Nc2ccc(Cl)c(Cl)c2)CCCCC1	-2	-5	-8	-3	12	-2	1	-1	0	0
O=P(Nc1ccccc1Cl)(c1ccccc1)c1nc2c(s1)CCCC2 (stereo not drawn)	-7	-4	-17	-1	1	2	4	3	2	0
CCN1C(=O)NC(=O)/C(=C\c2cn(CC(=O)N3CCCCC3)c3ccccc23)C1=O	-1	-4	1	2	4	13	-8	5	-1	15

Assay outcomes from PubChem.

These rows are one share of the data (hit frequency here may not be typical).
